High-throughput results deposited in PubChem by several laboratories.
eIF4E 4G PPI: blocks eIF4E binding to eIF4G; P63073+Q04637; TR-FRET eIF4E-eIF4GI(517-606) binding, 2 h; inhibition, % at 21.7 µM; 0.37% of 220,000 active; AID 782;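 active = inhibition above about 30%, limit read from the data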;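 note: 0% = full FRET control wells and 100% = background wells lacking eIF4GI fragment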
S1P4 ag: agonists of human S1P4 receptor | S1P4-expressing cell line, agonist reporter assay | 0.35% of 220,000 active | O95977 | activation, % at 4.98 µM; in the data active = activation above about 11%;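 note: 0% = DMSO vehicle and 100% = reference agonist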
NPY-Y2 PAM-ag: potentiators or agonists of human neuropeptide Y receptor Y2. cells expressing NPY-Y2, potentiator/agonist read-out. activation, % at 3.6 µM. 0.45% of 220,000 active; in the data active = activation above about 27%;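 note: cells stimulated with NPY near EC25 plus isoproterenol at EC100; 0% = vehicle plus submaximal agonist and 100% = vehicle plus saturating agonist; some results beyond the cut were filed as inactive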
Ba/F3 V617F tox: lowers viability of Ba/F3 cells expressing EpoR and JAK2V617F | 1.1% of 220,000 active | ATP luminescence | inhibition, % at 5.6 µM;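 active = inhibition above the campaign mean plus 3 SD over all tested compounds, cut at about 24% in these data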;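 note: cytokine-independent growth of Ba/F3 cells driven by EpoR plus mutant JAK2; 0% = DMSO-treated cells and 100% = JAK inhibitor I control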
PERK inhibitor: blocks human PERK kinase | Q9NZJ5 | CHO PERK-DD fusion, SEAP luminescence translation reporter | 0.17% of 220,000 active | inhibition, % at 5.6 µM | AID 1416;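 active = inhibition above the mean inhibition of all tested compounds plus 3 SD, set separately per screening campaign, cut at about 2.9% in these data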;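 note: PERK kinase domain activated by AP20187 dimerizer at 100 nM; 0% = DMSO with dimerizer and 100% = rapamycin at 8.4 µM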
Target sequence (Q9NZJ5 whole entry, looked up, the tested form may be a part): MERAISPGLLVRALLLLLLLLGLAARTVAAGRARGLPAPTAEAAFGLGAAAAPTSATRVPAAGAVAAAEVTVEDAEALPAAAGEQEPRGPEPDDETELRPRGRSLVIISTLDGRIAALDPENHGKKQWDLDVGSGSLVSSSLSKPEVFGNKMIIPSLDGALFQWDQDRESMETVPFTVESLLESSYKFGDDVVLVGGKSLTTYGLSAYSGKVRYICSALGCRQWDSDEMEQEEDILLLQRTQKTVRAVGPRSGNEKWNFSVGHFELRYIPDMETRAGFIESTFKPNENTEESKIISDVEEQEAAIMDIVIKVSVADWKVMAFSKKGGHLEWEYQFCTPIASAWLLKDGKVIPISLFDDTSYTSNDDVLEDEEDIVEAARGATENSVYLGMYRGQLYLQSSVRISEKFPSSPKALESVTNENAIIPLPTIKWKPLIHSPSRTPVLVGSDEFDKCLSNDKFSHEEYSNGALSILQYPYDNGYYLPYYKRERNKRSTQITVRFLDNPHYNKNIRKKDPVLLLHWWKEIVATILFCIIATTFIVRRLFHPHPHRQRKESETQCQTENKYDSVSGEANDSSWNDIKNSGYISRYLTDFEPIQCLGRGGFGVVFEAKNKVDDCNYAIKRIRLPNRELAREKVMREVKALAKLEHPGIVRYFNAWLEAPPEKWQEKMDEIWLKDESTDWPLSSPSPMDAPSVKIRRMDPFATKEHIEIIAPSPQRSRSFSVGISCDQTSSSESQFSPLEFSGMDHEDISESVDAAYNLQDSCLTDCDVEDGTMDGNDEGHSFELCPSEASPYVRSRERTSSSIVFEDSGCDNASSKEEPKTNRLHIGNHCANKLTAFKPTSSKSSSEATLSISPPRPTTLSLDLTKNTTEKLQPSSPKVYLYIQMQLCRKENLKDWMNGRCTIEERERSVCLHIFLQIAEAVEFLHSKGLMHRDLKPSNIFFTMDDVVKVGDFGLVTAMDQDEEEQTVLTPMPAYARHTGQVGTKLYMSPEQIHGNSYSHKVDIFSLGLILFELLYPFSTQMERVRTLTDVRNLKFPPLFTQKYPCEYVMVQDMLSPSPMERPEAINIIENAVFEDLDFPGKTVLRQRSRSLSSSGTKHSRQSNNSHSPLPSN
BaF3 tox: counter-screen for JAK2V617F inhibitors: parental Ba/F3 viability inhibitors. CellTiter-Glo ATP luminescence. inhibition, % at 5.6 µM. 1.1% of 220,000 active;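 active = inhibition above a per-campaign cutoff, the mean inhibition of all tested compounds plus 3 SD, cut at about 27% in these data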;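 note: 0% = DMSO wells and 100% = JAK Inhibitor I control wells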
MDM2 E3 inh: blocks human Mdm2 ubiquitin ligase activity; Q00987; cell-based MDM2 ubiquitination luciferase reporter, 2 h; 0 = plate control, 100 = twice control, blank-subtracted; signal enhancement, % at 5 µM; 0.11% of 210,000 active; AID 1230;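 active = signal enhancement of 30% or more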;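 note: luminescence tracks abundance of the self-degrading MDM2-luciferase fusion protein; higher signal means inhibition of MDM2 E3 ligase activity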
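Test system: mammalian cells stably expressing self-ubiquitinating, self-degrading MDM2 E3–luciferase fusion; Amount: 2000 cells in each well; Medium: DMEM; Schedule: 4 h settle plus 2 h compound, 37 °C; Technique: SteadyLite luciferase luminescence after 15 min room-temperature reagent incubation; Benchmarks: plate control and blank wells.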
Wee1 stabilizer: human Wee1 degradation inhibition, primary screen; P30291; HeLa Luc-Wee1K328M stability, luciferase luminescence; 100% = proteasome inhibitor MG132 effect; reporter increase, % at 5 µM; 1.2% of 220,000 active; AID 1321;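 active = activation above the mean of all tested compounds plus 3 SD, set per screening run, cut at about 8.8% in these data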;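 note: cells exposed to compound for 20 h before luminescence read; 0% = DMSO alone and 100% = MG132 at 30 µM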
S1P4 antag: antagonists of human S1P4 receptor; S1P4-expressing cells, antagonist mode, reporter read-out; O95977; inhibition, % at 4.98 µM; AID 1510; 0.26% of 220,000 active; in the data active = inhibition above about 29%;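 note: 0% = wells stimulated with agonist and 100% = vehicle wells without agonist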
An asterisk follows results filed as active; x = not tested or not shown; [ ] = dose if it differs, or a comment.

SMILES	eIF4E 4G PPI	S1P4 ag	NPY-Y2 PAM-ag	Ba/F3 V617F tox	PERK inhibitor	BaF3 tox	MDM2 E3 inh	Wee1 stabilizer	S1P4 antag
CCc1nnc(NC(=O)c2ccc(NS(=O)(=O)c3ccccc3)cc2)s1	0[fluorescence artefact?]	-0.8	-1	-2	1.2	1	-9	-2	-18
COc1cc(Br)c(C(C)NC(=O)c2cccc(Br)c2)cc1OC (stereo not drawn)	x	0.7	15	-4	-0.4	2	-1	-2	-23
Cn1c(=O)oc2cc(S(=O)(=O)N3CCC(N4CCCCC4)CC3)ccc21	-3	0.3	-8	-2	0.4	-3	1	0	8
CC(C)=C(NC(=O)c1ccccc1)C(=O)Nc1ccc(C(=O)O)cc1	4	-1.5	-10	1	-0.3	4	-20	-2	12
O=C(CSC1=NCCS1)Nc1ccc(S(=O)(=O)N2CCCCCC2)cc1	1	0.4	3	-3	-0.8	-1	-15	-2	1
O=C(Cn1ccc2ccccc2c1=O)NCCC(=O)Nc1cccnc1	-2	-0.9	0	2	0.2	6	-76	-2	-5
COc1ccccc1C(C)NC(=O)c1ccc(C)o1 (stereo not drawn)	7	-6.2	-22	-1	0.0	3	3	1	12
Cn1c(SCc2ccc(F)cc2)nnc1-c1cccs1	5	2.4	-6	-1	-0.1	5	-8	4	7
Cc1ccc(C)c(OCCn2cc(/C=C(\C#N)C(=O)NCC3CCCO3)c3ccccc32)c1 (stereo not drawn)	0[fluorescence artefact?]	1.4	-6	2	-0.9	7	-12	3	-2
COc1cc(C2N(C)CCC3(OCCO3)C2(C)C)cc(OC)c1OC (stereo not drawn)	-3	0.0	15	-2	0.4	3	-14	-1	-6
COc1cc(C2Sc3ccccc3NC3=C2C(=O)OC3)cc(OC)c1OC (stereo not drawn)	5	-1.2	6	-1	0.7	3	x	3	-14
CC1Cc2ccccc2N1C(=O)CSc1nc2ccccc2s1 (stereo not drawn)	0	2.9	-14	-4	0.1	1	-3	2	-3
COc1ccc(S(=O)(=O)Nc2nncs2)cc1	2	1.5	-13	-1	0.8	3	-8	-1	-21
CC1(C)OC(=O)C(=CNc2cccc(O)c2)C(=O)O1	5	0.1	20	-2	0.7	3	-7	-2	1
COc1ccccc1N1CCN(S(=O)(=O)c2ccc(-n3cnnn3)c(C)c2)CC1	5	-0.7	1	3	-0.2	4	-6	0	-7
O=C1c2ccc([N+](=O)[O-])cc2C(=O)N1c1ccc(Cl)cn1	0	-0.6	1	0	0.8	-3	-33	-2	-4
CC(C)(C)NC(=O)Cn1cnc2cc([N+](=O)[O-])ccc2c1=O	7	0.7	10	2	0.9	8	-10	-3	-10
COc1ccc(CC(=O)Nc2nc(C)cs2)cc1	3	0.2	2	-3	-0.6	0	-8	4	-23
Cc1ccc(NC(=S)NC(CO)C(O)c2ccc([N+](=O)[O-])cc2)cc1 (stereo not drawn)	2	1.9	-8	5	0.1	9	6	2	-2
O=C(CN1CCN(c2ccccc2)CC1)Nc1ccc(Oc2ccccc2)cc1	2	1.0	-22	-2	0.5	4	-13	1	-10
Cc1ccc(N2CC(C(=O)Nc3cc(C)ccc3F)CC2=O)cc1 (stereo not drawn)	5[fluorescence artefact?]	-0.8	-3	-2	0.1	1	-13	-1	-23
CCCOC(=O)CSc1nc(N)c(C#N)c(CC)c1C#N	-2	-0.6	-5	0	0.5	2	-17	0	-12
Cc1cccc(NC(=O)CSc2nc(N)c(NC(=O)c3cccs3)c(=O)[nH]2)c1	7	-1.8	-6	-2	1.0	6	x	9.3*	2
Cc1ccc([N+](=O)[O-])cc1NC(=O)c1cccs1	-1	0.2	-19	-1	0.3	5	-16	2	-12
Cc1ccc2nc(/C(C#N)=C\c3ccc([N+](=O)[O-])o3)[nH]c2c1	-6	1.2	-1	9	-0.1	-2	-14	1	9

The list continues.
SMILES	eIF4E 4G PPI	S1P4 ag	NPY-Y2 PAM-ag	Ba/F3 V617F tox	PERK inhibitor	BaF3 tox	MDM2 E3 inh	Wee1 stabilizer	S1P4 antag
CC(=O)C1C(=O)c2c(cccc2[N+](=O)[O-])C1=Nc1cccc(Cl)c1 (stereo not drawn)	1	0.3	-5	-6	-0.3	2	-8	1	-11
COC(=O)CSc1nnc(-c2ccncc2)n1N	-5[fluorescence artefact?]	-0.5	-1	-2	0.5	2	-11	-1	-15
Oc1cccc(/C=N/Nc2cc(N3CCOCC3)nc(N3CCOCC3)n2)c1	0	13*	4	2	0.1	6	-6	2	2
c1csc(CNCCCN2CCOCC2)c1	2[fluorescence artefact?]	0.4	0	-2	0.5	0	-14	0	-9
CC(=O)N(\C=C/C=C/C=C1\Sc2ccccc2C1=O)c1ccccc1	-2	-0.7	6	-1	0.6	4	0	-1	-9
CCOC(=O)c1cnc(Nc2nc3ccccc3o2)nc1CSc1nnc(C)s1	x	-0.6	6	-1	0.7	3	x	7	2
COc1ccc(N(C(=O)c2ccccc2)S(=O)(=O)c2cccs2)cc1	3	0.5	4	-1	0.8	3	-11	3	9
COc1ccc(/C=C2\SC(=S)N(CCCC(=O)Nc3ccc(O)cc3)C2=O)cc1	0	0.7	9	-3	-0.4	-1	-9	-1	-10
CNCc1ccccc1OCC(=O)Nc1ccccc1OC	-3	0.2	37*	0	-0.9	3	-12	-1	-15
CCC(C)CN1CCC(CO)(Cc2ccccc2Cl)CC1 (stereo not drawn)	4	1.9	1	2	-0.3	2	-13	0	-1
COc1ccc(N(CCCN2C(=O)c3cccc4cccc(c34)C2=O)C(=O)c2cccc(OC)c2)cc1	4	-0.8	8	2	0.1	7	0	3	-3
CCOc1c(S(=O)(=O)N2CCCC2)ccc(Cl)c1Cl	0	-0.2	7	0	0.9	5	-11	4	-2
CC(C)(C)c1ccc(C(=O)NC(=S)Nc2sc3c(c2C#N)CCC3)cc1	1	2.7	4	-3	0.3	1	-10	-2	-5
CC1CCc2c(cnc3ncnn23)C1 (stereo not drawn)	-10	1.0	6	-2	0.8	-2	x	-2	-5
COc1cc(/C=N/NC(=O)CCc2c(C)n[nH]c2C)ccc1O	3	-3.5	1	-3	0.3	0	-16	-2	-11
CCOC(=O)c1cnc(SCc2cccc(C)c2)nc1N	-8	-0.5	-15	-2	0.3	1	-12	1	-30
O=C(CCc1ccc(O)cc1)N/N=C/c1coc2ccccc2c1=O	7	1.3	14	-3	0.0	0	-16	-1	-1
O=C(O)CC(NCc1ccco1)C(=O)OCC1CCCO1 (stereo not drawn)	1	-0.2	5	0	-1.0	1	-5	-1	-20
COc1cc(OC)cc(C(=O)N(Cc2nc(-c3cccc(C)c3)no2)C(C)C)c1	-2	-1.2	-19	-2	-0.7	3	-5	6	-8
O=C(/C=C/c1ccccc1)Nc1cc(C(=O)O)cc(C(=O)O)c1	1	-1.7	-7	3	0.2	6	-12	3	-4
Cc1cc(OCCCCCN2CCCC2)ccc1Cl	-2	-0.3	4	-1	0.3	0	-16	2	11
COCCNC(=O)c1cc(-c2ccccc2OC)on1	-1	5.4	-4	3	0.2	6	-10	2	-7
Cc1nn(-c2ccccc2)c(C)c1/C=C/C(=O)OCC(=O)Nc1ncc(C(F)(F)F)cc1Cl	2[fluorescence artefact?]	-1.5	-2	-1	1.4	6	-7	-2	-10
CCOc1ccccc1OCCCC(=O)N1CCN(S(=O)(=O)c2cccc(F)c2)CC1	-2	0.3	0	-1	-0.7	6	-13	1	-9
S=c1[nH]cc(-c2ccccc2)n1-c1cccc(Cl)c1	-1	-0.5	32*	-4	0.9	2	-8	1	-15

Exported bar-delimited: part of the list above.
Molecule | eIF4E 4G PPI | S1P4 ag | NPY-Y2 PAM-ag | Ba/F3 V617F tox | PERK inhibitor | BaF3 tox | MDM2 E3 inh | Wee1 stabilizer | S1P4 antag
COC(=O)CSc1nnc(-c2ccncc2)n1N | -5[fluorescence artefact?] | -0.5 | -1 | -2 | 0.5 | 2 | -11 | -1 | -15
COc1ccc(/C=C2\SC(=S)N(CCCC(=O)Nc3ccc(O)cc3)C2=O)cc1 | 0 | 0.7 | 9 | -3 | -0.4 | -1 | -9 | -1 | -10
S=c1[nH]cc(-c2ccccc2)n1-c1cccc(Cl)c1 | -1 | -0.5 | 32* | -4 | 0.9 | 2 | -8 | 1 | -15
CCOc1c(S(=O)(=O)N2CCCC2)ccc(Cl)c1Cl | 0 | -0.2 | 7 | 0 | 0.9 | 5 | -11 | 4 | -2

Going on with the list:
SMILES	eIF4E 4G PPI	S1P4 ag	NPY-Y2 PAM-ag	Ba/F3 V617F tox	PERK inhibitor	BaF3 tox	MDM2 E3 inh	Wee1 stabilizer	S1P4 antag
Cc1cc(C)nc(NC2=NCCN2C(=O)NC2CCCCC2)n1	-3[fluorescence artefact?]	-0.3	3	-4	-0.2	-3	-1	7	-16
CCc1cc2cc(OC)ccc2nc1SCC(=O)Nc1cc(OC)c(OC)cc1C(=O)O	4	-1.2	-21	-3	0.7	1	9	0	-11
CCOc1ccc(-n2nnc3c(=O)n(CC(=O)Nc4cc(C)on4)cnc32)cc1	-4	1.1	-25	4	0.8	1	x	-1	-20
Cc1ccc(CNCc2cccnc2)cc1	10	-0.6	-5	-3	0.6	0	-24	-2	-9
Cc1ccc(S(=O)(=O)CCc2nnc(NC(=O)CCl)s2)cc1C	-2	0.8	2	0	1.2	2	-7	-3	-8
COc1ccccc1NS(=O)(=O)c1cc(NC(=O)Nc2ccc(Cl)cc2Cl)ccc1N1CCCCC1	-2	1.4	15	-3	0.0	5	-5	3	-11
O=C(c1ccc(C(F)(F)F)cc1)c1c[nH]c(C(=O)NCCCn2ccnc2)c1	0	-1.6	-3	-1	1.6	1	-4	-2	2
CCNC(=O)CSc1ncnc2sccc12	-6	-0.5	-2	1	-0.2	4	-13	1	-20
Cc1ccc(CSCC(=O)N/N=C/c2sccc2C)cc1	8	0.6	-28	1	-0.7	4	-15	3	6
COc1ccc(N=Cc2nc(-c3ccccc3)oc2OC(C)=O)cc1	1	-1.3	20	-4	1.2	1	3	1	0
COc1ccc(-c2csc(NC(=O)c3ccc(OCC(=O)N4CCOCC4)c(OC)c3)n2)cc1OC	-2	-1.1	3	1	-1.2	3	-17	-2	-12
C=CCn1c(C)cc(C(=O)CSc2nc(N)cc(N)n2)c1C	6	0.9	-9	-1	0.4	1	-17	2	-15
N#Cc1c(-n2cccc2C=O)sc2c1CCCC2	2	19*	19	4	0.3	5	-10	0	-12
Cc1c(Nc2c3ccccc3nc3ccccc23)c(=O)n(-c2ccccc2)n1C	-1	11*	-9	2	0.0	4	-12	6	-3
Cc1ncc2c(c1OC(=O)c1ccc([N+](=O)[O-])cc1)COC(C)(C)OC2	-7[fluorescence artefact?]	-1.4	14	-3	0.9	-2	-4	3	-13
Cc1c(NC(=O)c2cnn3c2NC(c2ccccc2)CC3C(F)(F)F)c(=O)n(-c2ccccc2)n1C (stereo not drawn)	-1	-1.7	-2	-4	-0.9	3	-13	2	-7
Cc1ccc(NC(=O)COC(=O)c2cc(Cl)ccc2[N+](=O)[O-])c(C)c1	5	1.5	13	0	2.5	5	-3	0	-4
N#Cc1c(/N=C/c2ccco2)sc2c1CCC2	0	-1.4	6	4	0.3	6	-1	-3	-36
CS(=O)(=O)N1CCCC(C(=O)NCCN2CCC(Cc3ccccc3)CC2)C1 (stereo not drawn)	-1	-0.7	-1	0	-0.3	0	1	-2	-5
Cc1ccc(S(=O)(=O)Nc2cc(C(=O)N3CCOCC3)ccc2N2CCCCC2)cc1	-1	1.5	-3	7	-1.7	4	-19	-2	-13
CCOC(=O)N1CCC2(CC1)C(C#N)=C(N)Oc1n[nH]c(CSc3ccc(C)cc3)c12	-7	3.0	6	10	-0.2	-1	-14	0	-11

The order is random (roughly 4.1% active in at least one column).
